Bioassay records (PubChem)
M17LAP inhibition: P. falciparum M17LAP inhibitors, primary screen, biochemical, fluorogenic H-Leu-NHMec substrate, 1536-well (AID 1619); Leucine aminopeptidase (Plasmodium falciparum (isolate 3D7)); recombinant M17LAP, H-Leu-NHMec fluorogenic kinetic assay; higher % means a stronger effect; inhibition, % at 30 µM, or IC50 in µM where a hit was titrated; 0.38% of 220,000 active;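 active = compound inhibiting the enzyme by more than half at any dose during confirmatory dose-response retesting; inconclusive = strong single-dose inhibitors picked by rank but not retested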;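 also: plate controls were full reaction with DMSO carrier for no effect and no enzyme background for full effect; strong numbers were not always called active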
MT stabilize HCS: microtubule stabilizers in HeLa cells, primary screen, imaging, high-content imaging. HeLa tubulin immunostaining HCS, 24 h; share of cells brighter than vehicle mean+2SD. % tubulin-high responders, % at 10 µM. 0.83% of 200,000 active. AID 2205, 2009;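 active = plate Z-score above 3 for both tubulin-high and condensed-nucleus cell shares, with cell loss under 80%, at 10 µM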;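 also: anti alpha tubulin signal scored within the nucleus-defined area of each cell; some results filed as inactive read as strong as hits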
Dynein cargo inh: inhibitors of GR-EGFP nuclear translocation, primary screen, dynein cargo transport inhibitor project, imaging, high-content, 3617.4 mouse cells | test concentration mostly 20 µM; stimulated with dexamethasone, 1 µM; active compounds read low | z-score, hits read low | 0.47% of 220,000 active | AID 1381, 2008;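 active = plate z-score of nuclear minus cytoplasmic receptor signal below a set negative limit, without overly bright fluorescence or cell loss, cut at about -3.5 in these data, passing the limit was not always enough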;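 also: z-score of nuclear minus cytoplasmic ring GR-EGFP intensity difference per well; some compounds called inactive have numbers as strong as hits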
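Also added: dexamethasone, 1.0 µM final. Medium: tet-free, stripped-serum medium. Detection: fixed, Hoechst-stained cells imaged at 10x for EGFP. Read-out: nuclear-to-cytoplasmic GR-EGFP distribution per well. Times: induction 48 h, compound 1 h, agonist 30 min.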
UTI89 phage lysis: inhibition of K1F phage lysis, E. coli UTI89, bacterial capsule biogenesis inhibitors, alamar blue (AID 488966). inhibition, % at 100 µM; hits with a dose series show IC50 in µM. 0.02% of 340,000 active. E. coli UTI89 K1F phage lysis, alamar blue, 2 h; higher % means a stronger effect;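 active = phage lysis inhibition, versus mean bacterial control, above a set limit; inconclusive = no clear call, values can overlap the other calls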;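 also: capsule biogenesis inhibitors block K1F phage lysis so surviving cells raise fluorescence; higher fluorescence means more inhibition of phage lysis; actives were called in the ten point dose series up to 300 µM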
ER stress rescue: rescue of cells from ER stress-induced death, primary screen, 384-well, CSM14.1, thapsigargin, ATP luminescence (AID 1222); CSM14.1 thapsigargin-induced death rescue, ATP luminescence; higher % means a stronger effect; cellular ATP content (survival), % at 20 µM; hits with a dose series show EC50 in µM; 190,000 tested, under 10 active;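 active = EC50 below 50 µM in the dose-response confirmation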;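 also: death triggered by thapsigargin at about 15 µM added after 2 h compound pretreatment; cell ATP read after overnight thapsigargin exposure of roughly 18 to 22 hours; normalized against plate controls of thapsigargin alone and 5% DMSO vehicle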
M1AAP inhibition: P. falciparum M1AAP inhibitors, biochemical, fluorogenic H-Leu-NHMec substrate, 1536-well (AID 1445) | Aminopeptidase N (Plasmodium falciparum (isolate 3D7)) | 0.42% of 220,000 active | recombinant M1AAP, H-Leu-NHMec fluorogenic kinetic assay; higher % means a stronger effect | one-dose inhibition, % at 30 µM; IC50 in µM for titrated hits;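 active = primary inhibition above the hit cutoff, then over 50% inhibition at one or more dose response concentrations, cut at about 23% in these data, passing the limit was not always enough; inconclusive = conflicting primary data, or primary hits not chosen for dose response; inactive = low primary inhibition, or under 50% at every dose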;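 also: plate controls were DMSO full reaction for no effect and no enzyme background for full effect; strong numbers were not always called active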
bCat nuc transl: modulators of beta-catenin nuclear translocation, primary screen, imaging, HeLa cells, immunofluorescence, high-content; 0.3% of 190,000 active; nuclear translocation activity, % at 5 µM; AID 1665, 2009;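 active = nuclear translocation activity above 50% at 5 µM, with a well cell count of 50 or more; inconclusive = wells under 50 cells across six images, flagged as toxic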;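 also: per-cell ratio of nuclear to cytoplasmic median beta-catenin stain intensity; plate controls were DMSO negative control for no effect and GSK-3 inhibitor IX positive control for full effect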
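Test system: human HeLa cell line; Doses: 5 µM primary, 0.02–20 µM confirmation; Incubation: 24 h compound exposure, 37°C; Detection: beta-catenin immunofluorescence imaging with DAPI; Read-out: beta-catenin nuclear/cytoplasmic ratio, % activation.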
Autophagy HCS: autophagy modulators in MEF cells, primary screen, imaging, high-content, MEF GFP-LC3; 0.98% of 190,000 active; calls only at 10 µM (by protocol); MEF GFP-LC3 puncta imaging; test concentration mostly 10 µM;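 active = percentage of spot-positive cells more than 3 SD above its plate mean, without a fluorescence outlier flag or 80% toxicity; inconclusive = no clear call, values can overlap the other calls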;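 also: spot-positive cell cutoff set from DMSO-treated cells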
Ins promoter up: insulin promoter activators in MIN6 cells, imaging, high-content screening, mouse beta cells; MIN6 insulin promoter-GFP reporter; active compounds read high; z-score at 5 µM; 0.3% of 190,000 active;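 active = z-score above 3 at 5 µM with at least 500 cells counted in the well; inconclusive = wells under 500 cells, flagged as cytotoxic or low count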
Dynein cargo inh cytoplasmic EGFP: recorded beside Dynein cargo inh, whose call it bears; z-score; measured here: cytoplasmic GR-EGFP intensity; active compounds read high
Dynein cargo inh nuclear GR-EGFP: further read-out of Dynein cargo inh, marked with its call; z-score; measured here: nuclear GR-EGFP intensity;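 lower value marks the stronger effect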
Dynein cargo inh cell count: further read-out of Dynein cargo inh, marked with its call; z-score; measured here: cell count per field
Ins promoter up cell count: further read-out of Ins promoter up, marked with its call; cell count; measured here: cytotoxicity, nuclei count;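 total cells summed across four imaged fields per well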
bCat nuc transl cell count 5 µM: recorded beside bCat nuc transl, whose call it bears; cell count; measured here: cell count, cytotoxicity flag
MT stabilize HCS Hoechst-high %: also measured in MT stabilize HCS; calls as there; % Hoechst-high responders; measured here: nuclear condensation Hoechst responders;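 share of cells brighter than vehicle mean plus two SD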
MT stabilize HCS cytotoxicity %: also measured in MT stabilize HCS; calls as there; toxicity, %; measured here: cytotoxicity by cell density;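 0% = mean cell density of plate MIN control wells and 100% = no cells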
Autophagy HCS cell loss 18 h: second read-out of Autophagy HCS, no call of its own (marks repeat the call); toxicity, %; measured here: cell loss, nuclei count;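 cell loss after 18 h compound exposure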
* marks the source's active call; other numbers are inactive results; i = inactive; ? = inconclusive; . = no result given; + = active, no number; [ ] = another dose, or the depositor's remark.

SMILES	M17LAP inhibition	MT stabilize HCS	MT stabilize HCS Hoechst-high %	MT stabilize HCS cytotoxicity %	Dynein cargo inh	Dynein cargo inh cytoplasmic EGFP	Dynein cargo inh nuclear GR-EGFP	Dynein cargo inh cell count	UTI89 phage lysis	ER stress rescue	M1AAP inhibition	bCat nuc transl	bCat nuc transl cell count 5 µM	Autophagy HCS	Autophagy HCS cell loss 18 h	Ins promoter up	Ins promoter up cell count
Cc1ccc(-n2c(-c3ccccc3)c[n+]3c2CCC3)cc1	-6.3%	4.2	3.9	10.0	-0.934	-0.232	-0.862	2.27	-0.7%	-1.2%	-5.1%	0.5	1408	i	-5.5	?	.
COc1cc2c(C(=O)N3CCN(c4ccccc4C)CC3)c(C)oc2cc1Br	2.7%	2.9	2.3	10.3	-0.567	0.0822	-0.281	0.58	-0.3%	0.6%	3.8%	-3.5	1033	i	42.7	-0.16	1270
Cc1cccc(CC2S/C(=N/c3ccccn3)NC2=O)c1 (stereo unspecified)	6.1%	3.3	2.8	5.4	-0.182	-0.202	0.215	-1.1	0.2%	2.0%	-2.7%	-1.1	1055	+	25.7*	0.18	655
Cc1ccc2c(c1)C(c1ccccc1)CC(=O)O2 (stereo unspecified)	-8.8%	.	.	.	0.0843	-0.23	-0.0335	-0.149	3.9%	.	-1.0%	0.1	1333	.	.	-0.31	1354
CC(C)(C)c1ccc(-c2nnc3sc(-c4ccncc4)nn23)cc1	-2.9%	4.3	3.0	7.6	0.496	-0.245	0.257	0.841	0.4%	.	-1.0%	2.0	1118	i	-3.6	-1.15	1086
CCOc1ccc(/C=N/NC(N)=S)cc1	28.2%	12.2	3.0	5.5	0.354	-0.229	0.0671	-0.167	3.7%	-0.9%	2.0%	0.8	852	+	21.8*	0.19	1481
Cc1ccc(C2CCN(C(=S)Nc3cccc(Cl)c3)C2)cc1 (stereo unspecified)	-1.9%	3.7	1.8	1.6	-0.322	-0.27	-0.258	0.766	0.5%	-4.5%	8.0%	-1.6	1152	i	15.9	0.34	1183
COc1ccc(C(C)=O)cc1CN(C)C	-7.2%	1.8	1.5	5.7	0.613	-0.121	0.348	0.441	0.7%	-1.2%	3.8%	-1.4	1031	i	4.1	0.95	1968
O=C(c1cccs1)N1CCN(c2ncccn2)CC1	3.6%	0.7	0.9	9.3	-0.591	-0.0601	-0.402	-0.282	0.3%	-0.3%	-9.4%	.	.	i	-2.1	-1.12	868
FC(F)Sc1ccc(NC(=S)NCC2CCCCC2)cc1	6.2%	1.8	1.3	6.0	-1.23	-0.0542	-0.48	1.28	i	-2.4%	-1.5%	.	.	i	-1.8	-1.65	867
Cc1ccc(C(=O)O)cc1-c1ccc(/C=C2\SC(=O)N(CC(=O)Nc3ccccc3)C2=O)o1	12.7%	5.9	1.7	2.5	0.544	0.361	-0.000571	-0.0885	1.9%	-0.5%	-0.6%	0.6	1498	i	-0.2	0.17	1434
Cc1cccnc1NC(=O)Cn1nc([N+](=O)[O-])cc1C	7.2%	1.7	1.3	9.4	-0.891	-0.321	-0.334	0.985	-0.1%	0.1%	0.7%	-2.0	1095	i	15.0	-0.76	1238
CC(C)C(NS(=O)(=O)c1cccc2nsnc12)C(=O)NCc1ccc2c(c1)OCO2 (stereo unspecified)	3.8%	3.3	3.5	9.6	0.386	-0.221	0.425	-0.0604	-0.9%	-1.4%	7.2%	.	.	i	7.3	0.05	1057
Nc1nc(N2CCN(c3cccc(Cl)c3)CC2)n[nH]1	3.6%	8.9	2.8	8.8	-1.21	-0.34	-0.232	1.91	0.5%	-0.4%	1.4%	0.3	1003	i	10.5	1.45	1170
NS(=O)(=O)c1ccc(CCNC(=O)CSCc2ccccc2)cc1	4.4%	2.4	1.2	0.5	-1.1	-0.278	-0.724	0.923	-0.3%	0.1%	-6.4%	-1.3	985	i	-21.8	-0.78	1388
CCOc1ccc(OCC)c(NC(=O)C2CCN(S(=O)(=O)c3c(C)noc3C)CC2)c1	-5.0%	0.9	1.5	3.7	0.203	-0.0537	0.441	-0.498	2.1%	-0.5%	1.4%	.	.	i	-7.3	-0.56	896
COc1cc(CC(=O)N2CCc3ccccc32)cc(OC)c1OC	7.2%	2.2	2.9	10.8	-0.224	-0.293	0.474	-0.217	-0.9%	-2.8%	-2.2%	-3.7	1151	i	-8.2	-0.89	1241
Cc1ccc(-n2nc(C)c(C(C)(O)C(F)(F)F)c2N)cc1 (stereo unspecified)	27.3%	3.2	2.6	10.5	2.09	-0.161	1.12	-1.55	1.1%[50 µM]	-8.0%	4.3%	-1.4	524	i	-5.2	-0.02	1295
CS(=O)(=O)N(CCc1ccccc1)CC(=O)NCc1ccccc1Cl	2.9%	1.3	1.5	0.3	-0.0589	-0.332	-0.0434	0.796	2.1%	0.2%	-0.3%	-1.0	1054	i	10.1	2.06	1619
CN(C)c1nc(OCCNC(=O)Nc2ccccc2)nc(N(C)C)n1	-8.4%	5.5	2.7	9.8	-0.209	0.0247	0.184	-0.362	-0.7%	-0.2%	-1.7%	3.0	1159	i	6.6	0.26	1269
CCN1CCN(C(=S)NC(C)c2ccccc2)CC1 (stereo unspecified)	9.5%	2.1	3.1	8.6	-0.568	-0.313	-0.548	0.953	2.5%	-1.4%	-0.4%	1.8	1081	i	-15.9	0.01	1295
COc1cccc(CNc2ccc(S(=O)(=O)Nc3nccs3)cc2)c1O	2.8%	4.6	2.1	4.2	0.38	-0.259	0.618	-0.686	0.6%	-4.0%	19.7%	2.7	1154	i	-2.0	0.41	1077
CCCCOC(=O)Nc1nnc(/C=C/c2ccc(OC)cc2)s1	11.5%	1.8	5.3	6.8	-0.944	0.595	-0.656	0.735	2.6%	9.4%	7.5%	-0.2	959	i	-5.4	-0.02	1299
CCCCn1c(SCC(=O)Nc2cc(C)on2)nnc1-c1cccs1	0.2%	.	.	.	3.48	-0.62	2.07	-1.98	-0.1%	.	-3.3%	-0.3	1299	.	.	0.05	971
CC(O)/C=C/C1OC(=O)CC1Nc1ccc(C=O)cc1 (stereo unspecified)	8.3%	3.6	1.0	10.9	-0.295	-0.204	-0.0275	0.669	4.9%	1.3%	5.6%	-2.8	1128	i	-22.6	1.45	1438
CCn1nc(C)c(/C=C2\CCCC3=C2OC(N)=C(C#N)C3c2c(C)nn(CC)c2C)c1C (stereo unspecified)	5.6%	4.5	2.6	5.3	2.38	-0.249	1.95	-1.07	.	-1.1%	6.4%	2.5	1459	i	5.9	-1.48	575
COC(=O)c1cc2c(C)cc3ccc(C)cn3c-2c1C(=O)OC	11.5%	2.2	1.2	5.2	5.46	12.7	4.38	-1.12	-0.4%	0.0%	6.1%	-5.0	1165	i	-6.6	1.02	782
O=C(CCN1C(=O)/C(=C\c2ccccc2Cl)SC1=S)N1CCN(c2ccccc2)CC1	7.7%	5.4	2.6	6.1	-0.657	-0.438	-0.429	-0.0919	0.1%	-1.3%	13.2%	-3.5	881	i	9.5	0.01	1186
Cc1ccc(S(=O)(=O)N2CCCCC2)cc1NC(=O)Cn1cnnn1	-6.9%	.	.	.	0.0681	-0.234	-0.0236	0.479	0.1%	.	7.7%	2.0	1291	.	.	0.17	988
COc1ccc(-n2ncc3c(NCCCN4CCOCC4)ncnc32)cc1	-0.5%	2.7	2.0	1.4	-0.14	-0.239	-0.0868	-0.0415	-0.2%	2.4%	-0.4%	-1.1	1144	i	-6.4	-0.53	1253
O=C(NCCC1=CCCCC1)c1cnc2n(c1=O)CCS2	8.3%	3.4	2.4	9.4	-1.3	-0.0587	-0.624	0.245	1.8%	1.0%	2.3%	1.8	1127	i	3.6	0.07	1077
CN(c1ccccc1C(=O)N1CCN(c2ccccc2)CC1)S(C)(=O)=O	13.3%	4.5	2.3	7.3	1.02	-0.261	0.457	0.216	3.8%	-1.0%	5.4%	-0.8	549	i	0.9	.	.
CCOC(=O)c1ccc2c(c1)[nH]c(=S)n2CC	.	2.2	2.2	10.4	0.447	-0.161	0.785	0.506	0.4%	2.0%	.	1.2	884	i	-0.3	-0.36	1639
COc1ccc(CNC(=O)c2ccc3c(c2)N(C)C(=O)CS3=O)cc1 (stereo unspecified)	10.8%	1.1	4.2	5.1	-0.521	-0.351	-0.207	1.21	5.0%	-0.9%	21.6%	-0.1	1145	i	4.7	-0.6	973
COc1ccc(-n2nc(C(=O)Nc3ccc4c(c3)OCO4)c3ccccc3c2=O)c(OC)c1	-3.3%	9.0	3.1	1.3	1.5	-0.187	0.747	0.162	0.3%	2.8%	1.4%	-1.0	1038	i	5.9	-0.28	1186
CCSc1nnc(NC(=O)C2CCCN(S(=O)(=O)c3cnc[nH]3)C2)s1 (stereo unspecified)	27.4%	7.4	2.4	8.6	-1.25	-0.253	-0.7	0.669	2.4%	.	9.9%	1.5	1134	.	.	-1.88	1346

Hits appear at their usual frequency. About 2.9% of those tested had a hit in this group.
